# Bioassay records as filed in PubChem.
# M4 antag: antagonists of human muscarinic M4 receptor (CHRM4); CHO-hM4 cells, ACh EC80, Fluo-8 calcium fluorescence; inhibition, % at 3 µM; 360,000 tested, 0.73% active; AID 624125;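 active = inhibition above its plate's cutoff, the mean inhibition of sample wells plus 3 SD, cut at about 27% in these data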;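 note: 0% = acetylcholine EC80 with DMSO and 100% = DMSO without agonist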
# Target sequence (P08173 whole entry, looked up): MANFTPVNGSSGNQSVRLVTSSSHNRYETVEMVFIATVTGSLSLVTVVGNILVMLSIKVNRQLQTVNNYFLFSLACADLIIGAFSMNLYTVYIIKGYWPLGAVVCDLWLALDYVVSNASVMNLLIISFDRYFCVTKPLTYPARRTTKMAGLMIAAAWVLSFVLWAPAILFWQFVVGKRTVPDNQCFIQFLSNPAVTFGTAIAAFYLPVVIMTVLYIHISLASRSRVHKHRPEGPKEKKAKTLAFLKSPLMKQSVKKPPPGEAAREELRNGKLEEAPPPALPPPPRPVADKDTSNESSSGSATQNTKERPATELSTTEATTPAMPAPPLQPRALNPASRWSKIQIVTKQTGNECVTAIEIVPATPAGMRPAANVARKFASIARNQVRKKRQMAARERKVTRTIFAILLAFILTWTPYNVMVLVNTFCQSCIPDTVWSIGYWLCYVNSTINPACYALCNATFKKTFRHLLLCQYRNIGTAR
# CHRM5 PAM: CHRM5 positive allosteric modulation; P08912; CHO-K1 hM5, Fluo-8 calcium, ACh EC20 PAM; 0% = ACh EC20, 100% = ACh EC100; activation, % at 3 µM; 360,000 tested, 0.3% active; AID 624038;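 active = activation above the run cutoff, the mean activation of all test compounds plus 3 SD, cut at about 18% in these data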
# Target sequence (P08912 whole entry, looked up): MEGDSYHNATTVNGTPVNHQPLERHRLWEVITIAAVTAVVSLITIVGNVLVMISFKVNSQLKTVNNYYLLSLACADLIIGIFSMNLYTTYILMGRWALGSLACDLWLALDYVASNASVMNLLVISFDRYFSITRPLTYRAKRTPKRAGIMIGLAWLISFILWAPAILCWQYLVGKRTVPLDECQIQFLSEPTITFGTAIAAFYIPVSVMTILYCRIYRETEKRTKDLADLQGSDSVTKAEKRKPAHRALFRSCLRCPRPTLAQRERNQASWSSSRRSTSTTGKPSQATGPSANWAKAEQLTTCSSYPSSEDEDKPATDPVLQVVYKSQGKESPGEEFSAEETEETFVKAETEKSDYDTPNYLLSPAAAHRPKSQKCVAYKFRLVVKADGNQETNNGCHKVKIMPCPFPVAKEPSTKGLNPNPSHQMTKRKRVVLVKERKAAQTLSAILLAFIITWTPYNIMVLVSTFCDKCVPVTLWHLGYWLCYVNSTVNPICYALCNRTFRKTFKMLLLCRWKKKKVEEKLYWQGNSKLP
#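 System: CHO-K1 cell line with stable human muscarinic M5 receptor expression | Also added: EC20 acetylcholine as agonist stimulus | Compound: One concentration, 3 µM final (nominal) | Timing: Fluo-8 loading 80 min at 37 °C plus 30 min room temperature | Measured by: Fluo-8 calcium dye fluorescence, kinetic read | Read-out basis: % activation, ACh-normalized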
# M5 antag: antagonists of human muscarinic M5 receptor (CHRM5) | CHO-hM5 cells, Fluo-8 calcium fluorescence, ACh EC80 | P08912 | inhibition, % at 3 µM | 360,000 tested, 0.59% active;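 active = inhibition above a per-plate cutoff, the mean of that plate's test compounds plus 3 SD, cut at about 27% in these data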;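 note: 0% = acetylcholine EC80 with DMSO and 100% = DMSO without agonist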
# CHRM4 PAM: potentiates acetylcholine response at human M4 receptor; AID 624126; activation, % at 3 µM; 360,000 tested, 0.4% active; CHO-K1 hM4/Gqi5, Fluo-8 calcium fluorescence, ACh EC20; 0% = ACh EC20, 100% = maximal ACh; P08173;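 active = activation above its plate's cutoff, the mean activation of sample wells plus 3 SD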; note: some results filed as inactive read as strong as hits
# M5 ag: CHRM5 agonism in calcium assay. P08912. CHO-K1 hM5 cells, Fluo-8 calcium fluorescence; 0% DMSO wells, 100% maximal acetylcholine response. activation, % at 3 µM. 360,000 tested, 0.19% active;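 active = activation above the run's mean over test compounds plus 3 SD, cut at about 23% in these data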;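 note: signal is peak over basal fluorescence ratio across the kinetic read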
# CHO-K1 Ca PAM: M1 PAM counterscreen hit in parental CHO-K1 cells | ATP EC20, Fluo-8 calcium fluorescence; 0% at ATP EC20, 100% at ATP max | activation, % at 3 µM | 360,000 tested, 0.02% active | AID 602247;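 active = activation above the run cutoff, the mean activation of all test compounds plus 3 SD, cut at about 40% in these data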;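 note: peak over basal fluorescence ratio in a 140 s read after ATP addition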
# CHO-K1 Ca antag: counter-screen for M1 antagonists: effect in parental CHO-K1 cells; ATP-induced calcium, Fluo-8 fluorescence; inhibition, % at 3 µM; 360,000 tested, 0.6% active; AID 602250;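 active = inhibition above a per-plate cutoff, the plate's mean sample inhibition plus 3 SD, cut at about 24% in these data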;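 note: 0% = DMSO plus EC80 ATP and 100% = DMSO alone without ATP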
# CHRM4 agonist: agonists of human muscarinic M4 receptor (CHRM4) | P08173 | CHO-K1 hM4/Gqi5, Fluo-8 calcium fluorescence; vehicle 0%, full acetylcholine response 100% | activation, % at 3 µM | 360,000 tested, 0.14% active | AID 624127;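 active = activation above the run mean over all test wells plus 3 SD, cut at about 32% in these data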;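 note: peak over basal fluorescence ratio per well then scaled between controls; 0% = DMSO wells and 100% = acetylcholine at EC100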
# CHO-K1 Ca ag: nonselective activator or artifact in parental CHO-K1 cells; activation, % at 3 µM; Fluo-8 calcium fluorescence; scaled to maximal ATP response, vehicle zero; 360,000 tested, 0.48% active; in the data active = activation above about 15%;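 note: untransfected CHO-K1 host cells lacking M1 receptor as counterscreen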
# Active calls of the source: *.
SMILES,M4 antag,CHRM5 PAM,M5 antag,CHRM4 PAM,M5 ag,CHO-K1 Ca PAM,CHO-K1 Ca antag,CHRM4 agonist,CHO-K1 Ca ag
CC(C)CNC(=O)C1(C)CCCN1Cc1ccc(OC(F)(F)F)cc1 (stereo unspecified),5,-4,6,-1,0,6,-5,-1,0.0
CC(=O)Nc1ccc2nc(NC(=O)COc3ccccc3Cl)sc2c1,12,-14,12,-12,4,-2,-4,15,5.2
COc1cc(F)cc(-c2ccc3c(c2)c(-c2cccs2)c(-c2cc(OC)cc(OC)c2)n3C)c1,-6,16,5,14,16,14,-8,15,3.1
Cc1cccc(C(=O)N[C@H](C(=O)OCc2cc(=O)n3c(n2)sc2ccccc23)C(C)C)c1,-4,-13,5,-6,3,-13,7,13,5.3
CCCN1CCC(NC(=O)Nc2ccc(OC)c(OC)c2)CC1,4,2,-17,2,1,-2,-10,0,0.6
CC(C)Sc1nnc(NC(=O)c2ccc3c(c2)OCO3)s1,9,-4,15,-1,-4,7,-5,0,1.0
O=C(NCC1CCCCC1)c1cc(S(=O)(=O)N2CCCCC2)ccc1Cl,4,-3,5,4,0,13,-14,2,1.0
CN(c1ccccc1)c1ccc(/C=C/[N+](=O)[O-])cc1,36*,-8,71*,-15,44*,2,28*,16,20*
Cc1ccc(CCCOC(=O)CN2CCCCC2)cc1,-3,4,-2,-2,-2,13,-10,0,0.9
CC(=O)NC(=S)NNC(=O)COc1ccc([N+](=O)[O-])cc1,2,-1,1,7,-3,10,-12,3,-0.1
CCOC(=O)c1c(S(=O)(=O)NCC(=O)Nc2cccc(C)n2)c(C)n(C)c1C,4,-6,16,0,-5,11,-13,1,0.2
O=C(CN1C(=O)CNC1=O)Nc1ccc(Cl)cc1,6,-7,16,7,-2,6,-14,0,3.5
COc1ccc(N(C)S(=O)(=O)c2cccc(C(=O)NCC(c3cccs3)N(C)C)c2)cc1 (stereo unspecified),9,-7,-4,-15,-6,-1,13,5,0.7
O=C(O)c1ccc(N2C(=O)/C(=C/c3ccc(-c4ccc([N+](=O)[O-])cc4)o3)C=C2c2ccccc2)cc1,3,-3,-3,0,0,20,-9,2,1.7
COc1ccc(N(CC(=O)N2CCc3ccccc32)S(=O)(=O)c2c(C)noc2C)cc1,13,0,-2,18,-1,0,-2,0,0.3
COCCC(=O)N1CCOCC1c1cc(C(=O)NCc2ccccc2)no1 (stereo unspecified),-11,2,-1,1,-1,-2,-10,1,0.7
Cc1ccc(C2NC(=O)Cc3ccccc32)cc1 (stereo unspecified),6,3,0,8,0,8,-5,2,0.9
COc1ccc2nc(NC(=O)c3cccnc3SC)sc2c1,0,-1,-6,-6,-3,13,-5,4,2.3
Cc1cc(C(=O)OCC(=O)N2CCOCC2)c(C)n1-c1ccccc1,5,-12,14,4,3,-7,-10,1,0.5
CC1CCCCN1C(=O)CSc1nnc(-c2ccco2)o1 (stereo unspecified),-1,1,10,2,-2,-5,0,1,0.1
O=C1CC(C(=O)Nc2cc(Cl)ccc2Cl)n2ncnc2N1 (stereo unspecified),1,5,4,11,0,13,-13,2,0.1
Cc1noc(C)c1S(=O)(=O)N(CC(=O)Nc1ccc2c(c1)OCCO2)c1ccc(C(C)C)cc1,-12,-2,-3,-3,1,10,-6,0,-0.3
COc1cc(C=O)ccc1OCCCOc1ccccc1C(=O)O,10,6,-12,32*,1,-4,3,0,-0.1
Cc1cc(C)c(S(=O)(=O)Nc2cccc(C(=O)O)c2)cc1S(=O)(=O)Nc1cccc(C(=O)O)c1,7,-5,11,-18,1,-9,-3,0,0.0
Cc1ccn2c(C(=O)N/N=C\c3ccc4c(c3)OCO4)c(C)nc2c1,-1,5,-14,11,0,25,-13,2,1.0
O=C(Cc1ccccc1F)NCC1(N2CCOCC2)CCCCC1,-17,8,2,9,-3,20,-10,1,0.4
COc1ccccc1NC(=O)CN1CC(=O)Nc2ccccc21,0,-8,8,-1,-1,21,-20,2,1.4
NC(=O)c1ccsc1NC(=O)COC(=O)c1cccnc1Cl,-10,-18,20,-2,2,-13,-6,8,1.5
COc1cccc(CC(=O)NCCCSc2ccccc2)c1,3,2,-2,0,0,8,-4,0,0.5
O=C(NCCSCc1ccco1)Nc1ccc(Cl)cc1,6,-7,7,2,-1,19,-7,9,6.8
CCOC(=O)CC(NC(=O)c1cc2cc(Cl)cc(Cl)c2oc1=O)c1cccc([N+](=O)[O-])c1 (stereo unspecified),19,-8,18,-4,0,-1,0,2,0.1
O=C(N/N=C/c1cccnc1)c1cc2c(ccc3ccccc32)o1,11,-5,-2,-9,0,15,-12,2,1.4
CCOC(=O)Cc1csc(NC(=O)c2ccc(S(=O)(=O)N(CCOC)CCOC)cc2)n1,-5,0,7,-2,4,9,10,5,0.3
COc1cc(Br)c(C2CC(=O)Nc3cc(OC)c(OC)cc32)cc1OC (stereo unspecified),-8,-8,-6,-2,7,10,-3,2,0.1
O=C(O)c1cccc(NC(=O)c2ccc(S(=O)(=O)c3ccccc3)cc2)c1,0,-1,5,6,0,4,0,0,-0.4
O=C(NCCc1ccccn1)C1CCCN1S(=O)(=O)c1ccc(Cl)cc1 (stereo unspecified),11,2,10,-8,-2,7,-13,2,0.7
Cc1ccc(C)c(NC(=O)CCC(=O)NNC(=S)Nc2ccccc2)c1,10,4,-3,5,-1,3,-7,2,-0.3
O=C(Nc1ccncc1)c1ccc(F)cc1,-2,4,6,-5,-2,12,-7,1,1.3
COc1ccc(/C=N/NC(=O)CCc2ccccc2)cc1O,-6,-1,-3,24,2,14,-11,1,0.6
CCOC(=O)Cc1csc(NC(=O)CCCN2C(=O)c3ccccc3C2=O)n1,-4,-2,-4,0,4,5,-31,2,1.3
O=C(NCc1ccco1)c1cccc(NC(=O)c2ccccc2)c1,6,-5,5,-4,1,12,-6,1,1.2
Cc1ccc(CS(=O)(=O)c2ncc(Cl)c(C(=O)Nc3nnc(C(C)C)s3)n2)cc1,0,9,-10,14,-2,-21,4,0,-0.7
CN(C)C(CNC(=O)c1ccc(OCc2cn3ccccc3n2)cc1)c1ccco1 (stereo unspecified),1,5,8,-1,-6,4,-9,1,0.5
O=C(NCC(c1ccc(F)cc1)N1CCOCC1)c1ccco1 (stereo unspecified),3,-2,-3,7,4,-7,-9,1,0.5
COc1ccc(/C=C/c2ccccc2)cc1[C@H]1[C@@H]2C=CCC[C@@]2(C)C(=O)N1Cc1ccccc1,-2,-1,4,2,-1,23,-6,-1,-0.7
CCc1ccc(NC(=O)CSc2nnc(COc3ccc4c(c3)CCCC4)o2)cc1,-7,0,-6,11,-5,21,-13,0,1.0
CCC1CN(C(=O)NCc2ccc(C)cc2)c2cc(Cl)ccc2O1 (stereo unspecified),0,-9,14,-14,-8,8,-11,5,-1.0
CC(C)=CCC/C(C)=C/COc1c2occc2cc2ccc(=O)oc12,-5,-2,-2,-4,-2,2,-2,1,-0.6
CNC(=O)c1ccc(-n2cccn2)nc1,3,7,-2,5,3,11,5,0,-0.3
Cc1cccc(NS(=O)(=O)c2c(C(=O)N3CCOCC3)c(C)n(C)c2C)c1C,-4,-1,6,6,-3,26,-7,0,0.2
COc1ccc(-c2[nH]ncc2CNCc2cc(C)n(C)n2)c(F)c1,-13,7,1,3,0,-15,14,1,0.2
Cc1ccc(Nc2nc(N)nc(CN3CCN(c4ccccc4)CC3)n2)cc1Cl,-14,1,5,0,-1,5,1,1,0.7
COc1ccc(C(=O)N2CCN(S(=O)(=O)c3ccc4c(c3)OCCO4)CC2)cc1OC,-16,6,-3,3,-8,4,-16,1,-0.1
CC(=O)Nc1ccc(SCC(=O)N(C)C2CCS(=O)(=O)C2)cc1 (stereo unspecified),4,1,9,-8,3,10,-5,1,0.6
CCn1ccnc1CN(C)Cc1nc(-c2cccc(Cl)c2)no1,1,-7,9,-8,-1,7,-14,10,2.2
COc1ccc(CN(CC(=O)NCc2ccc(F)cc2)C(=O)c2ccco2)cc1,-2,-4,5,3,1,5,-15,2,2.4
COC(=O)c1ccc(NC(=O)C2CCCN(S(=O)(=O)c3cnc[nH]3)C2)cc1 (stereo unspecified),-5,-1,-2,9,4,37,-15,1,0.4
Nc1cccc(NC(=O)CN2CCOCC2)c1,-14,3,-5,9,1,15,-8,1,0.5
COc1ccc(-c2oc3ncn(Cc4ccco4)c(=N)c3c2-c2ccc(OC)cc2)cc1,9,-13,1,-7,-9,24,-16,-1,0.3
Nc1cc(=O)[nH]c(SCC(=O)N2CCN(S(=O)(=O)c3ccc4ccccc4c3)CC2)n1,-3,-6,-1,-3,-3,11,0,1,1.0

# Ordered by length of the SMILES (largest number first): 5 of the compounds above.
SMILES,M4 antag,CHRM5 PAM,M5 antag,CHRM4 PAM,M5 ag,CHO-K1 Ca PAM,CHO-K1 Ca antag,CHRM4 agonist,CHO-K1 Ca ag
COc1ccc(/C=C/c2ccccc2)cc1[C@H]1[C@@H]2C=CCC[C@@]2(C)C(=O)N1Cc1ccccc1,-2,-1,4,2,-1,23,-6,-1,-0.7
CN(C)C(CNC(=O)c1ccc(OCc2cn3ccccc3n2)cc1)c1ccco1 (stereo unspecified),1,5,8,-1,-6,4,-9,1,0.5
Cc1ccc(Nc2nc(N)nc(CN3CCN(c4ccccc4)CC3)n2)cc1Cl,-14,1,5,0,-1,5,1,1,0.7
COc1ccc(-c2[nH]ncc2CNCc2cc(C)n(C)n2)c(F)c1,-13,7,1,3,0,-15,14,1,0.2
CCC1CN(C(=O)NCc2ccc(C)cc2)c2cc(Cl)ccc2O1 (stereo unspecified),0,-9,14,-14,-8,8,-11,5,-1.0

# Continued:
SMILES,M4 antag,CHRM5 PAM,M5 antag,CHRM4 PAM,M5 ag,CHO-K1 Ca PAM,CHO-K1 Ca antag,CHRM4 agonist,CHO-K1 Ca ag
CCOC(=O)C1(P(=O)(c2ccccc2)c2ccccc2)CCC1,-5,-8,4,0,-2,-2,7,0,-0.4
Cc1ccc(Cl)cc1N1CCN(C(=O)c2ccc3nc[nH]c3c2)CC1,-4,-2,-6,-6,1,15,-2,8,2.4
COc1cc2c(cc1NC(=O)COC(=O)[C@@H](NC(=O)c1ccccc1)C(C)C)oc1ccccc12,1,6,-3,3,-2,18,-8,2,0.3
COc1ccc(S(=O)(=O)N2CCCC(C(=O)N3CCN(c4ccccc4)CC3)C2)cc1Cl (stereo unspecified),9,-13,10,-17,2,-8,0,14,8.7
O=C(NCc1ccc(F)cc1)C1CCC(=O)N1C1CCCCC1 (stereo unspecified),-3,4,-6,-3,1,13,-15,2,0.7
Cn1c(C(=O)N2CCCC(C(=O)c3ccc(C(F)(F)F)cc3)C2)cc(=O)n(C)c1=O (stereo unspecified),3,-2,-8,-2,-1,15,-9,1,1.4
COc1ccc(N2CCN(C(=O)CSc3ncccc3-c3nc4ccccc4[nH]3)CC2)cc1,6,-10,12,-5,0,7,-1,1,0.3
ClC1(Cl)CC1Cn1cnc2ccccc21 (stereo unspecified),-19,-1,2,10,-10,12,-13,5,2.0
COc1cccc(CN2CC(C(=O)NCCc3nccs3)CCC2=O)c1 (stereo unspecified),-11,-1,10,9,4,20,1,1,0.3
O=c1c2cc(Br)ccc2[nH]c(=S)n1Cc1cccnc1,15,3,-6,28,-2,2,-4,0,-0.3
COc1ccc(C2(O)CCN(CC(=O)Nc3nc(-c4ccccc4)cs3)CC2)cc1,14,-13,12,-16,-4,16,1,11,5.5
Cc1ccc(C(=O)NC2CC(=O)N(c3ccc4c(c3)OCCO4)C2)cc1[N+](=O)[O-] (stereo unspecified),-13,-10,7,-1,-3,1,-16,4,0.4
